LYPLA2 inh: blocks human lysophospholipase 2, a PME1 counter-screen | O95372 | recombinant LYPLA2, FP-Rh probe fluorescence polarization | inhibition, % at 5.9 µM | actives 0.38% (n = 320,000);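 active = inhibition above the screen-wide mean plus 3 SD, limit set per campaign, cut at about 26% in these data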;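 note: 0% = LYPLA2 with DMSO and 100% = wells lacking LYPLA2 enzyme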
Target sequence (O95372 whole entry, looked up): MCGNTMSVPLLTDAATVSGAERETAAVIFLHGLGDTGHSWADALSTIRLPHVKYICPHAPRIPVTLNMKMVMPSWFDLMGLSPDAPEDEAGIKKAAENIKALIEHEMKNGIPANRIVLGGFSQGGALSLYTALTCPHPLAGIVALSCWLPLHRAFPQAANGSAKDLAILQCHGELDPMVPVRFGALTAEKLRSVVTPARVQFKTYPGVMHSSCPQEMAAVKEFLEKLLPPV
Efflux pump mplx: antifungal efflux pump inhibition, Nile Red retention; S. cerevisiae Candida pump triplex; inhibition, % at 10 µM; actives 0.44% (n = 330,000); AID 485275;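 active = plate passing quality check with inhibition over a set limit, or well fluorescence over plate mean plus 4 SD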;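 note: Nile Red retained in pooled yeast measured as flow cytometry median fluorescence; 0% = buffer negative control and 100% = Enniatin B positive control; higher means more Nile Red kept so more efflux inhibition; some compounds called inactive have numbers as strong as hits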
Fh CTSL1 inh: counter-screen for PFM18AAP inhibitors: inhibitors of F. hepatica cathepsin L1. recombinant F. hepatica cathepsin L1, Z-Leu-Arg-MCA fluorescence. inhibition, % at 5.96 µM. actives 0.49% (n = 300,000);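 active = inhibition above the mean of all tested compounds plus 3 SD, set per screening campaign, cut at about 17% in these data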;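 note: 0% = plate median of test compound wells and 100% = 1 µM Z-Phe-Ala-diazomethylketone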
TPT1 inhibitor: blocks Candida albicans tRNA 2'-phosphotransferase; actives 0.81% (n = 300,000); recombinant caTPT1, FP RNA substrate dephosphorylation; inhibition, % at 5 µM; AID 1962;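 active = inhibition above the mean of all tested compounds plus 3 SD, set per screening campaign, cut at about 24% in these data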;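 note: plate controls were DMSO alone for no effect and ferristatin control at 100 nM for full effect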
GASC-1 inh: human JMJD2C demethylase inhibition; Q9H3R0; GST-JMJD2C(1-420) H3K9me3 demethylation, DELFIA europium; inhibition, % at 2.35 µM; actives 0.069% (n = 330,000); AID 2099;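 active = more than half of a compound's replicate wells show inhibition beyond 50%, single wells judged on their own value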;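 note: signal counts dimethyl H3K9 product captured on neutravidin plate; 0% = median of DMSO wells and 100% = 0.3 times that DMSO median; strong numbers were not always called active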
PREPL inhibitor: human PREPL enzyme inhibition. actives 0.68% (n = 320,000). AID 2751. recombinant PREPL, fluorescence polarization activity-based probe. inhibition, % at 5.96 µM; in the data active = inhibition above about 43%;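 note: 0% = enzyme with DMSO and 100% = wells lacking enzyme; many of its hits are not listed in these tables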
Target sequence (Q4J6C6 whole entry, looked up): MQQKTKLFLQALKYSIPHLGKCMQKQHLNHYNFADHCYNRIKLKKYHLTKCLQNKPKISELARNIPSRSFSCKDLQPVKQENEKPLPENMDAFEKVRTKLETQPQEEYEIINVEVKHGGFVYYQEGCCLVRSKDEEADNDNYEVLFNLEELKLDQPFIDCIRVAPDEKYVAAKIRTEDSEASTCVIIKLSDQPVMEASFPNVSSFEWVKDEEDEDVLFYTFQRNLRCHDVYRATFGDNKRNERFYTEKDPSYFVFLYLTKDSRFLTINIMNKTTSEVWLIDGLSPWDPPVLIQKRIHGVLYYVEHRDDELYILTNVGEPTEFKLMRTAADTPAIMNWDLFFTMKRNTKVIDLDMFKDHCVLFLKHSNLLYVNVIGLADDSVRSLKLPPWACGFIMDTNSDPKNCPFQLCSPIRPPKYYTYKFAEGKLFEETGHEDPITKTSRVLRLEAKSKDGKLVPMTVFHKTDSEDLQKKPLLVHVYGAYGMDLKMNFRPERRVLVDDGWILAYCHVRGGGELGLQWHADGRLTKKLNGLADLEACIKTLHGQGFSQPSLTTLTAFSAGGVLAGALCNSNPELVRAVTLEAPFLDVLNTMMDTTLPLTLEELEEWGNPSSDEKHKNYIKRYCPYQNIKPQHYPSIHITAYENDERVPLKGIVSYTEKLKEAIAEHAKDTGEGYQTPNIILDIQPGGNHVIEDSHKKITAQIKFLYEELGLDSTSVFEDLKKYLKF
HCV core dimer: HCV core protein dimerization inhibition. inhibition, % at 5 µM. actives 0.33% (n = 300,000). TR-FRET GST/Flag-core106 dimerization, 1536-well;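 active = inhibition above the mean of all tested compounds plus 3 SD, set per screening campaign, cut at about 45% in these data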
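System: GST-tagged and Flag-tagged HCV core protein residues 1-106 / Input: core106 proteins, GST 13.5 nM and Flag 17 nM / Buffer or medium: KF-containing HEPES buffer, pH 7.45, DTT, CHAPS, BSA / Probe or stimulus: Eu-anti-GST and XL665-anti-Flag labelled anti-tag antibodies / Schedule: 4 h, 22.5 °C incubation / Technique: TR-FRET 671 and 617 nm emission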
PP5 primary: PP5 (human) phosphatase inhibition | P53041 | purified PP5c, OMFP substrate fluorescence | inhibition, % at 6.7 µM | actives 0.18% (n = 320,000) | AID 1987;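 active = inhibition above the campaign's mean inhibition across all tested compounds plus 3 SD, cut at about 9.5% in these data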;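 note: 0% = DMSO only and 100% = 100 µM cantharidin control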
PP1 inh: blocks human PP1-alpha phosphatase, a PP5 counter-screen | AID 2235 | actives 0.9% (n = 320,000) | P62136 | purified PP1alpha, OMFP fluorescence | inhibition, % at 6.7 µM;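 active = inhibition above the mean inhibition of all tested compounds plus 3 SD, computed separately for each screening campaign, cut at about 15% in these data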
Numbers without * were called inactive; x = no result given; & = joins results of further samples. A portion of the library; the hit share may differ from the screen's.

Sequence of screens: LYPLA2 inh, Efflux pump mplx, Fh CTSL1 inh, TPT1 inhibitor, GASC-1 inh, PREPL inhibitor, HCV core dimer, PP5 primary, PP1 inh
#1 CCc1c(C)c(C#N)c2nc3ccccc3n2c1NCCOC
  9, -0.1, 0, -2, 2, 8, 0, -0.6, -5
#2 O=[N+]([O-])c1ccc2c(c1)C(N1CCOCC1)/C(=C/C1(O)CCCCC1)O2 (stereo not given)
  -2, -0.1, 3, -2, 7, 3, -2, -1.0, -1
#3 COc1ccc(Nc2cc(NCCCO)c([N+](=O)[O-])c3nonc23)cc1
  -8, 0.1, 12, -1, 5, 21, 1, 0.1, -3
#4 CN1CCN(S(=O)(=O)c2cc([N+](=O)[O-])ccc2N/N=C/c2ccc(Cl)cc2)CC1
  -1, -0.1, 1, 1, 7, 8, 0, -0.2, 0
#5 Cc1ccc(NC(=O)CCN2CCCCC2)cc1
  2, 0.1, -1, -5, -3, 4, 2, -1.1, -1
#6 COc1ccc(C2C=C(C34CC5CC(CC(C5)C3)C4)NC(=S)N2)cc1OC (stereo not given)
  5, -0.3, 4, 5, 3, 3, 5, 0.1, 0
#7 COc1ccc(-c2cc(C(=O)N3CCCC3)no2)cc1
  5, -0.2, 5, -2, 2, 26, -21, 2.9, -3
#8 Cc1c(C)n(C)c2ccc(C(=O)N3CCN(c4ccccn4)CC3)cc12
  -3, -0.1, -2, 2, -9, 15, 10, -0.2, 2
#9 Cc1oc(S(=O)(=O)N2CCCCC2)cc1NC(=O)Nc1ccc(Cl)cc1
  -17, 0.1, 4, 0, 11, 2, 1, 1.6, -1
#10 Cc1nn(-c2cccc(C(F)(F)F)c2)c(Cl)c1/C=N/Nc1cccc(C(=O)O)c1
  13, 0.5, -1, -1, -5, 19, 5, 4.4, 3
#11 CCCCn1c(NS(=O)(=O)c2ccccc2)c(S(=O)(=O)c2ccc(C)cc2)c2nc3ccccc3nc21
  56*, 0.0, -1, -2, 11, 37, 36, 8.9, 5
#12 Cc1ccc(S(=O)(=O)Nc2ccccc2CNc2ccc(Br)cn2)cc1
  -9, -0.1, -2, -2, 3, 6, 0, 4.5, 2
#13 CCc1ccc(NC(=O)c2cnn3ccccc23)cc1
  -1, 0.0, 1, 0, 4, 3, -4, 3.1, 1
#14 CCONC(=NC)c1nonc1N
  3, 0.5, 3, 4, -3, 0, -3, 2.1, -3
#15 CC1CN(CC(=O)Nc2ccccc2Sc2ccccc2)CC(C)O1 (stereo not given)
  4, -0.1, -2, -2, -8, 17, -12, 3.4, 0
#16 COCCN(C(=O)CSc1nc2ccccc2c(=O)n1CCOC)c1c(N)n(Cc2ccccc2)c(=O)[nH]c1=O
  7, 0.1, -2, -3, -3, 3, 0, -1.1, -7
#17 COc1ccc(NC(=S)Nc2cc(C)ccn2)c(OC)c1
  -1, 0.0, -1, 2, 4, 5, 2, 2.2, -2
#18 O=C1C2C(c3ccccc3)C=CC(c3ccccc3)C2C(=O)N1C1CCCCC1 (stereo not given)
  -8, 0.2, -4, 0, -4, -5, 2, -5.8, -5
#19 Cc1ccccc1OCC(O)Cn1c(SC(C)C)nc2c1c(=O)[nH]c(=O)n2C (stereo not given)
  -2, 0.0, 2, 2, -13, 19, 4, 2.4, 1
#20 COCC(=O)N1CCC(Oc2ccc(C(=O)N3CCCCCCC3)cc2)CC1
  6, 0.1, -4, -2, -30, 12, -6, 1.0, -2
#21 Cc1cc(F)ccc1S(=O)(=O)Nc1ccccc1C(=O)NCc1cccnc1
  0, 0.0, -1, 2, 3, -2, 3, 1.4, -2
#22 COc1ccc(CCNC(=O)C2CCN(S(=O)(=O)c3ccc4nc5c(c(C(=O)O)c4c3)CCCC5)CC2)cc1OC
  2, -0.2, 0, -3, 5, -1, 2, -3.2, -5
#23 CCC(CC)=NNc1ccc([N+](=O)[O-])cc1[N+](=O)[O-]
  6, 0.0, 1, -4, 5, 0, -1, 0.7, -2
#24 COc1ccc(C(=O)CSc2nnc(CNc3ccc(C)cc3C)o2)cc1
  5, -0.1, -3, -2, 8, -3, -4, -1.6, 3
#25 O=C(Nc1ccc(Cl)cn1)c1ccc(Br)c(S(=O)(=O)N2CCCCC2)c1
  -2, -0.1, 3, 2, 3, 20, -1, 0.1, -2
#26 COc1cc2c(c(OC)c1O)C(=O)CO2
  -4, -0.1, 3, 1, -6, 15, 7, 1.4, -4
#27 Cc1nc2sc3c(c2c(=N)n1N)CC(C)(C)OC3
  -2, 0.0, -4, 3, 6, 4, 1, 1.9, -7
#28 COc1ccc(F)cc1C(=O)C1CCCN(Cc2ccc(Oc3ncccn3)cc2)C1 (stereo not given)
  -4, 0.1, 0, -5, 1, 11, 1, 0.5, -1
#29 CN(C)C(=O)COC(=O)c1cccc(S(=O)(=O)N2CC3(C)CC2CC(C)(C)C3)c1 (stereo not given)
  -5, 0.0, x, x, -7, 1, x, 0.9, 1
#30 Cc1cc(NC(=O)C(C)Oc2ccc(Cl)cc2Cl)n(-c2ccccc2)n1 (stereo not given)
  -1, -0.1, 3, 1, -3, -39, 3, -0.2, 3

Entries shown so far containing an NH in an aromatic ring (two):
Sequence of screens: LYPLA2 inh, Efflux pump mplx, Fh CTSL1 inh, TPT1 inhibitor, GASC-1 inh, PREPL inhibitor, HCV core dimer, PP5 primary, PP1 inh
#16 COCCN(C(=O)CSc1nc2ccccc2c(=O)n1CCOC)c1c(N)n(Cc2ccccc2)c(=O)[nH]c1=O
  7, 0.1, -2, -3, -3, 3, 0, -1.1, -7
#19 Cc1ccccc1OCC(O)Cn1c(SC(C)C)nc2c1c(=O)[nH]c(=O)n2C (stereo not given)
  -2, 0.0, 2, 2, -13, 19, 4, 2.4, 1

Pulled one by one from the entries so far:
Sequence of screens: LYPLA2 inh, Efflux pump mplx, Fh CTSL1 inh, TPT1 inhibitor, GASC-1 inh, PREPL inhibitor, HCV core dimer, PP5 primary, PP1 inh
#23 CCC(CC)=NNc1ccc([N+](=O)[O-])cc1[N+](=O)[O-]
  6, 0.0, 1, -4, 5, 0, -1, 0.7, -2
#16 COCCN(C(=O)CSc1nc2ccccc2c(=O)n1CCOC)c1c(N)n(Cc2ccccc2)c(=O)[nH]c1=O
  7, 0.1, -2, -3, -3, 3, 0, -1.1, -7
#26 COc1cc2c(c(OC)c1O)C(=O)CO2
  -4, -0.1, 3, 1, -6, 15, 7, 1.4, -4

Later entries:
Sequence of screens: LYPLA2 inh, Efflux pump mplx, Fh CTSL1 inh, TPT1 inhibitor, GASC-1 inh, PREPL inhibitor, HCV core dimer, PP5 primary, PP1 inh
#31 C=CC[n+]1c(C)csc1Nc1ccc(C(=O)O)cc1
  4, 0.0, -1, -2, -4, -2, -8, -0.2, 0
#32 Cc1ccc(NC(=O)CN(C)S(=O)(=O)c2cccc3cccnc23)cc1
  -5, 0.3, -1, 0, -6, -8, -1, 0.7, -4
#33 Cc1cccc(C(=O)NCC(=O)Nc2ccc(S(=O)(=O)Nc3nc(C)cc(C)n3)cc2)c1
  6, 0.3, -11, 1, -16, -5, 1, -1.9, -6
#34 CCCC(=O)Nc1cc(C)c(NC(=O)C23CC4CC(CC(C4)C2)C3)cn1
  8, 0.0, -4, -2, 10, -2, 1, -0.2, -5
#35 CCOc1ccc(S(=O)(=O)NCCC(=O)NCCc2ccc(C(C)C)cc2)cc1
  1, 0.0, 2, 0, 3, 0, 3, 2.1, -1
#36 COC(=O)c1ccc(C(=O)N2CCCC(CNC(=O)c3ccccc3Cl)C2)cc1 (stereo not given)
  12, 0.1, -9, -2, -7, 11, -6, 2.1, 4
#37 O=C(CC1SC(=O)N(c2ccccc2)C1=O)Nc1ccc(Cl)cc1 (stereo not given)
  -6, 0.0, 7, 0, 0, -3, 4, -0.1, 3
#38 CN(C(=O)CSc1nnc(-c2cccnc2)o1)C1CCCCC1
  6, 0.1, x, x, -3, -7, x, 0.1, -1
#39 CC(=O)Nc1ccccc1OCC(=O)N(Cc1ccccc1)C(C)C
  0, 0.8, 4, -6, 1, 3, -2, 2.2, -3
#40 C=CCn1c(SCC(=O)Nc2cccc(S(N)(=O)=O)c2)nnc1C1CCCCC1
  1, 0.0, x, x, x, 2, x, 0.6, -2
#41 Cc1cc(C)cc(NC(=O)Cn2cc3c(n2)CCCCC3)c1
  -5, 0.1, 1, 1, 1, -2, -5, -0.3, -1
#42 O=C(c1cc2c(s1)-c1ccccc1S(=O)(=O)C2)N1CCN(Cc2ccccc2)CC1
  2, 0.3, 1, -2, 0, 13, 4, 3.3, -5
#43 Cc1cc(NC(=O)c2cc3n(n2)C(C(F)(F)F)CC(c2ccco2)N3)n(-c2ccccc2)n1 (stereo not given)
  6, 0.1, -1, 4, 18&-121, 8, 6, 4.6, 2
#44 CC1CCN(C(=O)CN(c2ccccc2)S(=O)(=O)N(C)C)CC1
  -4, -0.1, 3, 3, 0, -2, 1, 3.7, 3
#45 O=C(NCCc1ccc(Cl)cc1)C1(c2ccccc2)CC1
  -1, 0.1, 3, -7, 3, 3, -16, -1.5, -4
#46 CC(C)(C)NC(=O)CN(Cc1ccc2c(c1)OCO2)C(=O)CNS(=O)(=O)c1ccc(F)cc1
  0, 0.2, 2, -1, 6, 10, -4, -2.6, -1
#47 Cc1ccc(S(=O)(=O)N2CCC(C)CC2)cc1C(=O)NCCN1CCOCC1
  4, -0.1, -1, -1, 2, 5, -1, -0.7, -1
#48 C/C(=N/NC(=O)c1cc2ccccc2cc1O)c1ccco1
  -1, -0.1, -1, 6, 2, 19, -19, 2.7, 3
#49 COc1ccc(-n2c(O)c(C=NCc3ccccn3)c3ccccc3c2=O)c(OC)c1
  -2, -0.1, 12, -2, -3, 3, -1, -2.1, 1
#50 Cc1ccc(NC(=O)CNCc2ccccc2Cl)cc1S(=O)(=O)N(C)C
  5, -0.1, -9, 2, -2, 11, -1, 2.8, -1
#51 C#CCN(CC=C)C(=O)c1cccc(OC2CCN(S(C)(=O)=O)CC2)c1
  7, 0.0, 1, 0, 5, -5, -1, -1.5, 0
#52 O=C(CCNC(=O)c1ccc([N+](=O)[O-])cc1)NCCc1ccccc1
  -3, 0.1, -1, 0, -3, -9, -2, 0.3, 4
#53 COc1cc(C(=O)Nc2cccc(-c3nc4ncccc4o3)c2C)cc(OC)c1OC
  -5, 0.2, -2, -1, 6, 6, -3, 2.2, -8
#54 Cc1cccc(CN2CCc3c([nH]c4ccccc34)C2CC(C)C)n1 (stereo not given)
  7, -0.1, 7, 2, -3, 2, 8, 1.3, 2
#55 O=C(NCc1ccccc1)C1CCN(S(=O)(=O)N2CCCCCC2)CC1
  -4, 0.0, -5, 3, 0, 5, 0, 3.8, 0
